# EBV gp42 block: EBV gp42 inhibition; Q1HVG2; 220,000 compounds, 0.42% hits; Fluorescence polarization binding assay, mP read-out; AID 1085; inhibition, % (tested at 21.74 µM); in the data active = inhibition above about 50%
# zVAD death inh: L929 zVAD cell death inhibition; L929 zVAD necroptosis rescue, ATP luminescence, 24 h; with zVAD 60 µM; viability rescue, % at 10 µM; 220,000 compounds, 0.38% hits; AID 1377;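 active = activation, scaled between plate controls, above about 75%, limit read from the data; inactive = activation under that limit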;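 note: 0% = zVAD with DMSO and 100% = DMSO alone without zVAD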
# Mdm2 ligase inh: inhibitors of human Mdm2 E3 ubiquitin ligase. cell-based MDM2 ubiquitination luciferase reporter, 2 h; 0 = plate control, 100 = twice control, blank-subtracted. AID 1230. 210,000 compounds, 0.11% hits. Q00987. signal enhancement, % at 5 µM;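 active = signal enhancement of 30% or more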;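 note: luminescence tracks abundance of the self-degrading MDM2-luciferase fusion protein; higher signal means inhibition of MDM2 E3 ligase activity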
#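 system = mammalian cells stably expressing self-ubiquitinating, self-degrading MDM2 E3–luciferase fusion | quantity = 2000 cells per well seeded | incubation = 4 h cell settling then 2 h compound exposure, 37 °C | signal = SteadyLite luminescence, 15 min reagent step | benchmarks = plate control and blank wells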
# eIF4E-4G inh: inhibitors of eIF4E and eIF4G interaction in translation initiation. TR-FRET eIF4E-eIF4GI(517-606) binding, 2 h. P63073+Q04637. AID 782. inhibition, % at 21.7 µM. 220,000 compounds, 0.37% hits;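 active = inhibition above about 30%, limit read from the data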;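 note: 0% = full FRET control wells and 100% = background wells lacking eIF4GI fragment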
# Rad51 HR inh: blocks human Rad51 in homologous recombination. Q06609. hRad51 DNA strand exchange, fluorescence dequenching. inhibition, % at 10 µM. 200,000 compounds, 0.085% hits. AID 1385;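 active = inhibition above 40% at the single screening dose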;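 note: 0% = DMSO control wells and 100% = blanks with heterologous ssDNA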
#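 Material: human Rad51–ssDNA filaments; Probe or stimulus: labelled 47-mer dsDNA for strand exchange; Doses: single 10 µM dose; Incubation: 37 °C 15-min filament assembly, 30-min compound preincubation, 15-min exchange; Technique: FRET fluorescence dequenching, excitation 485 nm, emission 520 nm; Measure: Fluorescence-based percent inhibition, control- and blank-normalised; Benchmarks: plate control and blank wells.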
# TNF death inh: blocks TNF-alpha induced death of Jurkat FADD-/- cells; Jurkat FADD-/- TNF necroptosis rescue, ATP luminescence, 24 h; 0 = TNF only, 100 = no-TNF cells; activation (protection from cell death), % at 10 µM; 220,000 compounds, 0.068% hits;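 active = activation, meaning protection from cell death, of at least 50% relative to plate controls; inactive = activation below 50%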;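 note: necroptosis triggered by 40 ng/mL TNF-alpha added together with compound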
# PERK inh: inhibitors of human PERK kinase; Q9NZJ5; CHO PERK-DD fusion, SEAP luminescence translation reporter; inhibition, % at 5.6 µM; 220,000 compounds, 0.17% hits; AID 1416;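 active = inhibition above the mean inhibition of all tested compounds plus 3 SD, set separately per screening campaign, cut at about 2.9% in these data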;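 note: PERK kinase domain activated by AP20187 dimerizer at 100 nM; 0% = DMSO with dimerizer and 100% = rapamycin at 8.4 µM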
# KCC2 mod: modulates chloride dependent transport by human KCC2; Q9H2X9; KCC2 cells, thallium flux FluoZin-2 fluorescence; B-score of Tl+ flux slope (higher = more flux/activation; lower = inhibition) at 10 µM; 190,000 compounds, 2.2% hits; AID 1456;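 active = thallium flux slope and its plate-corrected score both differing from the plate sample mean at a set confidence after two filtering rounds, in either direction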;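 note: slope of fluorescence scaled to starting intensity during 10 to 20 s after thallium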
# Target sequence (Q9H2X9 whole entry, looked up): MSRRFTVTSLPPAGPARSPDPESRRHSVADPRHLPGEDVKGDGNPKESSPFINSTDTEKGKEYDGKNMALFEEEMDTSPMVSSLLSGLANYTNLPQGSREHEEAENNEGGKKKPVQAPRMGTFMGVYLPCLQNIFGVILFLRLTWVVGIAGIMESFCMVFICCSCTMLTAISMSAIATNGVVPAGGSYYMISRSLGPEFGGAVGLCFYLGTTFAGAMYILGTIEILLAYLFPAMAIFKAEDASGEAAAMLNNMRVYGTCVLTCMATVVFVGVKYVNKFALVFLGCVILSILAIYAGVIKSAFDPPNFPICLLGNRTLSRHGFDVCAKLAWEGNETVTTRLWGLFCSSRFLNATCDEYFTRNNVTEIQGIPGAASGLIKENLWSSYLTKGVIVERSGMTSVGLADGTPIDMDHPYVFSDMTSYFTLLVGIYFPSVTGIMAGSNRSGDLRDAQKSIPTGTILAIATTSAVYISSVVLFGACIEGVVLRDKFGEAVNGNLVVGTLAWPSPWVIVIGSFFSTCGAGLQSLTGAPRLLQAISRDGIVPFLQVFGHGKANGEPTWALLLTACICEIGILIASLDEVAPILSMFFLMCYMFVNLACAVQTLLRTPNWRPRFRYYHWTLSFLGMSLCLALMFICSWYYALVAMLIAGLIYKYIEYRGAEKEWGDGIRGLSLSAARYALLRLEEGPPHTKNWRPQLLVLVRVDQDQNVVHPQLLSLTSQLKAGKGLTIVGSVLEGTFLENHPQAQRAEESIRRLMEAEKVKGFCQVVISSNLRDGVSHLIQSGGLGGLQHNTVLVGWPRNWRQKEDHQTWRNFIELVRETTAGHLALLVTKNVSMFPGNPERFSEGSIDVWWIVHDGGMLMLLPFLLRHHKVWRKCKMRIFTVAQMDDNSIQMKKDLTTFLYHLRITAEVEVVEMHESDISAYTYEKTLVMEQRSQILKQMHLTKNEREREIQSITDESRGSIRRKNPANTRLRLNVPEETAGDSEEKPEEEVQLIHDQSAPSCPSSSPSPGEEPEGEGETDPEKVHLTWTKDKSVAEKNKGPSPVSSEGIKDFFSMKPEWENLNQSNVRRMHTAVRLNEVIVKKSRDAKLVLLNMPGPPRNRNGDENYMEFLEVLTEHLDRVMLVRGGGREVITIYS
# Calpain2 inh: blocks pig calpain II enzyme activity. purified calpain II, fluorogenic peptide substrate, 30 min. AID 1236. inhibition, % at 16 µM. 220,000 compounds, 0.37% hits;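 active = inhibition above about 50%, limit read from the data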
# The depositor's hits bear a star; i = inactive; . = no result given; [ ] = remark or other dose.
# Codes – A = EBV gp42 block; B = zVAD death inh; C = Mdm2 ligase inh; D = eIF4E-4G inh; E = Rad51 HR inh; F = TNF death inh; G = PERK inh; H = KCC2 mod; I = Calpain2 inh
CC(=O)Nc1ccc(OCC(O)Cn2nc(C)nc2C)cc1 (configuration not stated)
  A = -28; B = -0.1; C = 5; D = 0[fluorescence artefact?]; E = 4; F = -1.3; G = 0.8; H = -0.45; I = 3
CCOc1ccc(C2=Nn3c(nnc3-c3ccccc3)SC2)cc1Cl
  A = -16; B = 0.3; C = 4; D = -17; E = 4; F = -8.4; G = 0.8; H = 0.25; I = 9
COc1ccc(-c2cc(C#N)nc(Cl)n2)cc1
  A = -16; B = -0.1; C = -14; D = -2; E = -7; F = -21; G = 1.1; H = -2.1; I = 17
COC(=O)c1cn(NC(=O)Cc2cccc(C(F)(F)F)c2)c(=O)c2ccccc12
  A = -8; B = 4.2; C = 12; D = -1; E = -5; F = 0.1; G = 0.8; H = .; I = -42
CC(C)CNC(=S)NC1CC2CCCC(C1)N2Cc1ccco1 (configuration not stated)
  A = -1; B = 0.6; C = -8; D = 3; E = -1; F = -1.5; G = -0.9; H = 0.13; I = 21
Cc1ccc(S(=O)(=O)N2CCN(C(=O)CC(C)C)CC2)cc1
  A = 2; B = -0.9; C = 32*; D = -1; E = 3; F = 0.5; G = 0.0; H = 0.15; I = 16
O=S(=O)(Nc1nc2ccccc2nc1N1CCN(c2ccccc2)CC1)c1ccc(F)cc1
  A = 24; B = .; C = -12; D = 3; E = .; F = -0.2; G = -0.6; H = -1.2; I = -5
CCOP(=O)(OCC)/C(=N/OC(=O)c1ccc(Cl)cc1Cl)C(N)=O
  A = -1; B = 0.5; C = -11; D = -3; E = -5; F = 1.1; G = 0.6; H = 0.15; I = -7
COc1ccc(/C=N/Nc2nonc2N)cc1OC
  A = -19; B = 0.7; C = 2; D = 8; E = 3; F = -2.6; G = 0.6; H = 2.1; I = -12
O=C(NCC(=O)N(Cc1ccccc1)C(C(=O)NCC1CCCO1)c1ccccc1)c1cccs1 (configuration not stated)
  A = -14; B = -0.3; C = -4; D = 4; E = -2; F = -12; G = 0.3; H = .; I = 4
CCC(=O)c1c(NCCc2ccccc2)cc(C)oc1=O
  A = -13; B = 4.8; C = -2; D = 2; E = -4; F = 0.7; G = -0.6; H = -1.5; I = -12
CCOP(=O)(OCC)C(C)(C)NC(=O)Nc1ccc(Cl)c(Cl)c1
  A = -6; B = 3.1; C = -7; D = -2; E = .; F = 1.9; G = -0.8; H = -0.98; I = -20
Cc1cccc(C)c1NC(=S)N/N=C/c1ccc(C(=O)O)cc1
  A = 3; B = 1.3; C = -22; D = -2; E = 3; F = 0.1; G = 0.5; H = 2.2; I = 20
O=C(COc1cccnc1[N+](=O)[O-])N1CCc2ccccc2C1
  A = -9; B = -1.0; C = -5; D = 5; E = .; F = 0.0; G = 0.6; H = 0.55; I = 4
CCOC(=O)N1CCN(C(=O)CCCn2c(=S)[nH]c3ccccc3c2=O)CC1
  A = -1; B = -0.5; C = -3; D = 11; E = 13; F = -1.3; G = 0.0; H = -0.74; I = 24
Cc1ccccc1-c1c(C)oc2cc(O)ccc2c1=O
  A = -3; B = 0.1; C = -9; D = 9; E = 4; F = -3.2; G = 0.7; H = -2.1; I = i
Cc1oc(S(=O)(=O)N2CCOCC2)cc1C(=O)Nc1ccc(F)cc1
  A = 4; B = 0.8; C = 0; D = -2; E = 11; F = 1.3; G = 0.9; H = 0.43; I = 4
Cc1cc(C)n(C(=O)C2CCCN2S(=O)(=O)c2ccc(Cl)cc2)n1 (configuration not stated)
  A = -3; B = 0.0; C = 2; D = 0; E = .; F = -1.0; G = -0.3; H = -0.33; I = 22
COC(=O)c1cc(NC(=O)CC2C(=O)NCCN2C(=O)c2ccc(F)cc2)cc(C(=O)OC)c1 (configuration not stated)
  A = 1; B = -0.1; C = -9; D = 2[fluorescence artefact?]; E = 9; F = 0.2; G = -0.8; H = .; I = -30
Cc1cccc(NC(=O)CN2C(=O)N/C(=C/c3cc(C)n(-c4cccnc4)c3C)C2=O)c1
  A = -17; B = 1.5; C = 12; D = 4; E = 3; F = 0.4; G = 0.1; H = 0.14; I = 51*
CC(O)CN(Cc1ccc(Cl)cc1)CC(C)O (configuration not stated)
  A = -9; B = -0.1; C = -1; D = 5[fluorescence artefact?]; E = 8; F = -0.3; G = 1.7; H = 0.21; I = -11
CCCn1c(-c2ccc[nH]c2=O)nc2cc(C)c(C)cc21
  A = -4; B = 0.0; C = -17; D = 7; E = .; F = -0.1; G = 1.8; H = 0.24; I = i
Cc1c(C(=O)/C=C/N(C)C)nnn1-c1ccc(Cl)c(Cl)c1
  A = -4; B = -0.1; C = 3; D = -4; E = 19; F = 1.4; G = 1.2; H = 0.12; I = 16
COc1cccc(C(=O)N(Cc2cccs2)C2CCS(=O)(=O)C2)c1 (configuration not stated)
  A = -4; B = 0.6; C = -7; D = 0; E = .; F = 0.4; G = 0.4; H = 0.059; I = -16
Cn1nnc(NC(=S)NC(=O)c2ccco2)n1
  A = -8; B = 0.4; C = -6; D = -4; E = -3; F = 2.5; G = 0.9; H = -0.087; I = 6

# (cont.)
# Codes – A = EBV gp42 block; B = zVAD death inh; C = Mdm2 ligase inh; D = eIF4E-4G inh; E = Rad51 HR inh; F = TNF death inh; G = PERK inh; H = KCC2 mod; I = Calpain2 inh
Cc1nc2ccc3nc(NC(=O)C4COc5ccccc5O4)sc3c2s1 (configuration not stated)
  A = -4; B = 9.2; C = -74; D = 4; E = .; F = 3.7; G = -0.5; H = 5.7*; I = -45
CCOC(=O)c1cc(CC)sc1/N=C/c1c(O)ccc2ccccc12
  A = 18; B = 1.8; C = 11; D = 11; E = -43; F = -3.3; G = 0.4; H = 0.14; I = 11
C=CCOc1c2ccc(C(=O)N(CC)c3ccc(OC)cc3)cc2nn1C
  A = -7; B = -0.2; C = -14; D = .; E = -6; F = -2.1; G = -0.4; H = 0.035; I = i
NCCCCCc1nnc(SCc2ccc(Cl)cc2Cl)o1
  A = -11; B = 0.0; C = -15; D = -4; E = 10; F = -0.8; G = 0.0; H = 0.39; I = 11
CCCCNS(=O)(=O)c1ccc(NC(=O)Cc2ccc(OC)cc2)cc1
  A = 7; B = 2.8; C = -16; D = -2; E = -10; F = 0.2; G = -0.1; H = -0.51; I = -6
COc1ccccc1OCc1ccc(C(=O)N2CCN3CCCC3C2)cc1 (configuration not stated)
  A = -14; B = 0.6; C = -5; D = -11; E = 1; F = -0.7; G = -2.0; H = 0.58; I = -57
Nc1nc(Br)c2c(F)cccc2c1-c1ccc(F)cc1
  A = 5; B = -0.1; C = -20; D = -7; E = -3; F = -7.2; G = -1.7; H = .; I = -206
COC(=O)c1ccccc1NC(=O)c1ccc(-c2ccc(Br)cc2)o1
  A = -13; B = 1.1; C = 4; D = -3[fluorescence artefact?]; E = .; F = -1.2; G = 0.0; H = -0.031; I = -64
CCN(NC(=O)C(O)(c1ccc(F)cc1)c1ccc(F)cc1)C(=O)c1ccccc1
  A = -10; B = -0.3; C = -21; D = 1; E = 4; F = 1.6; G = 0.3; H = 0.14; I = -7
CNC(=S)N(Cc1cc2cc(OC)c(OC)cc2[nH]c1=O)C1CCCC1
  A = 2; B = 3.8; C = 4; D = -4; E = 3; F = 0.7; G = 0.1; H = -4.2*; I = -67
C#CCOCCOCCOCCNc1nc(N2CCN(C(=O)[C@H]([C@@H](C)CC)n3cc([C@@H](N)Cc4ccc(O)cc4)nn3)CC2)nc(N2CCN(C(=O)[C@H]([C@@H](C)CC)n3cc([C@@H](N)Cc4ccc(O)cc4)nn3)CC2)n1
  A = -15; B = 0.0; C = .; D = 0; E = 5; F = 1.1; G = 0.9; H = 0.94; I = 0
CN(C)S(=O)(=O)c1ccc(Cl)c(C(=O)NCc2ccco2)c1
  A = -18; B = 0.3; C = -15; D = 0; E = -6; F = 0.1; G = 0.7; H = 0.024; I = -24
CCOC(=O)c1sc(NC(=O)CCN2CCN(C)CC2)c(C(=O)OCC)c1C
  A = -3; B = -0.8; C = -4; D = 0; E = 4; F = -1.6; G = -0.5; H = 0.87; I = -12
Cc1ccc(S(=O)(=O)N2CCOCC2)cc1NC(=O)CNC1CCCC1
  A = -7; B = 1.1; C = -4; D = -6; E = .; F = 2.8; G = 0.2; H = 0.93; I = -60
CCCCN1CC(C(=O)NCc2ccc(C)cc2)CC1=O (configuration not stated)
  A = 2; B = 0.4; C = 0; D = -1; E = 0; F = 1.5; G = 0.3; H = -0.27; I = 7
CCN1CCN(Cc2cc(=O)oc3cc4c(cc23)CCC4)CC1
  A = -1; B = -0.6; C = -14; D = 2; E = -7; F = -4.8; G = -1.1; H = .; I = -11
COc1ccc(NC(=O)c2oc3cc(C)c(C)cc3c2C)c(OC)c1
  A = 5; B = 0.3; C = .; D = -2; E = -2; F = -0.4; G = 0.9; H = 0.54; I = -199
C=CCNC(=O)NC(=O)CSc1nc2cc([N+](=O)[O-])ccc2n1-c1cccc(C(F)(F)F)c1
  A = 6; B = 1.3; C = .; D = 5; E = .; F = 2.4; G = 0.2; H = 7.6*; I = 2
CCc1cc(C=NC2CCCCC2)c(O)s1
  A = -19; B = 0.0; C = -14; D = -2; E = .; F = -3.0; G = 1.0; H = .; I = 30
CC(C)NC(=S)NNc1nc2ccccc2s1
  A = -25; B = 0.2; C = 0; D = 1; E = 1; F = -0.5; G = -0.1; H = -1.1; I = 15
COc1ccc(C2=NN(c3ccccc3)C(c3cn(CCC(=O)O)nc3-c3ccccc3)C2)cc1 (configuration not stated)
  A = 5; B = 6.5; C = 4; D = 1; E = -1; F = -1.2; G = 0.4; H = -0.21; I = i
O=[N+]([O-])c1ccccc1O[C@@H]1O[C@H](CO)[C@H](O)[C@H](O)[C@H]1O
  A = -17; B = 0.1; C = -7; D = 1; E = 16; F = 1.4; G = 0.5; H = -0.29; I = -16
Cc1ccc(N(CC(=O)NCCSCc2ccco2)S(=O)(=O)c2ccc(C)cc2)cc1
  A = -16; B = 0.0; C = -11; D = -1; E = 3; F = -3.6; G = -0.2; H = -2.5; I = 14

# Compound profiles, as listed above.
# Listed for COC(=O)c1ccccc1NC(=O)c1ccc(-c2ccc(Br)cc2)o1 → EBV gp42 block = -13; zVAD death inh = 1.1; Mdm2 ligase inh = 4; eIF4E-4G inh = -3[fluorescence artefact?]; Rad51 HR inh = .; TNF death inh = -1.2; PERK inh = 0.0; KCC2 mod = -0.031; Calpain2 inh = -64
# Listed for COc1ccc(C2=NN(c3ccccc3)C(c3cn(CCC(=O)O)nc3-c3ccccc3)C2)cc1 (configuration not stated) → EBV gp42 block = 5; zVAD death inh = 6.5; Mdm2 ligase inh = 4; eIF4E-4G inh = 1; Rad51 HR inh = -1; TNF death inh = -1.2; PERK inh = 0.4; KCC2 mod = -0.21; Calpain2 inh = i

# As entered above.
# Value for CCCCNS(=O)(=O)c1ccc(NC(=O)Cc2ccc(OC)cc2)cc1 under EBV gp42 block: 7
# Value for NCCCCCc1nnc(SCc2ccc(Cl)cc2Cl)o1 under TNF death inh: -0.8

# With a hit mark in Calpain2 inh, of those listed so far:
SMILES	EBV gp42 block	eIF4E-4G inh	PERK inh	KCC2 mod	Calpain2 inh
Cc1cccc(NC(=O)CN2C(=O)N/C(=C/c3cc(C)n(-c4cccnc4)c3C)C2=O)c1	-17	4	0.1	0.14	51*

# High-throughput results (PubChem)
